# NCI-60 one-dose screen, 48 h, at 10 µM unless noted. Numbers give growth in % (100 = growth as untreated, 0 = no growth, -100 = all killed).
# 786-0: 786-0 renal cancer cells | 81,000 tested, 5.1% active
# TK-10: TK-10 renal cancer cells. AID 1794769. 81,000 tested, 3.9% active
# CAKI-1: CAKI-1 renal cancer. AID 1794772. 75,000 tested, 4.7% active
# SN12C: SN12C renal cancer cells. AID 1794767. 81,000 tested, 3.8% active
# SF-268: SF-268 CNS cancer cells; 82,000 tested, 3.1% active
# U251: U251 CNS tumor cells; AID 1794753; 80,000 tested, 5.4% active
# SF-295: SF-295 CNS cancer cells | AID 1794758 | 79,000 tested, 5.6% active
# UO-31: UO-31 renal cancer; 81,000 tested, 5.2% active; AID 1794768
# * marks the source's active call; other numbers are inactive results; . = no result given; & = joins results of further samples; [ ] = dose if it differs, or a comment. Rule for the calls: active = growth percent below 10; inactive = the rest.
# Start of the listing, in advance:
# Every second line gives: 786-0	TK-10	CAKI-1	SN12C	SF-268	U251	SF-295	UO-31
CCCCOc1nc2c(C)cccc2cc1/C=C/C(=O)c1c(O)c2ccccc2oc1=O
 : 94.0	97.6	92.7	93.6	92.6	93.3	78.5	75.4
CNc1ccc(-n2ccc(=O)c(O)c2C)cc1
 : 100.3	93.2	.	97.0	90.4	108.9	.	52.3
O=C(CSc1oc(-c2ccccc2)nc1S(=O)(=O)c1ccccc1)NC1CCCCC1
 : 57.0	99.9	81.3	97.9	81.0	88.5	76.0	60.9
COc1ccc(SC)cc1
 : 109.0	107.3	127.3	98.1	109.5	101.9	.	115.2

# The list itself, previewed entries included:
# Every second line gives: 786-0	TK-10	CAKI-1	SN12C	SF-268	U251	SF-295	UO-31
CCCCOc1nc2c(C)cccc2cc1/C=C/C(=O)c1c(O)c2ccccc2oc1=O
 : 94.0	97.6	92.7	93.6	92.6	93.3	78.5	75.4
CNc1ccc(-n2ccc(=O)c(O)c2C)cc1
 : 100.3	93.2	.	97.0	90.4	108.9	.	52.3
O=C(CSc1oc(-c2ccccc2)nc1S(=O)(=O)c1ccccc1)NC1CCCCC1
 : 57.0	99.9	81.3	97.9	81.0	88.5	76.0	60.9
COc1ccc(SC)cc1
 : 109.0	107.3	127.3	98.1	109.5	101.9	.	115.2
Fc1ccc2[nH]cc(SSc3c[nH]c4ccc(F)cc34)c2c1
 : 60.8	84.6	32.6	65.1	17.7	13.8	-17.2*	21.5
Cc1ccc(C(=O)N/N=C/c2ccc(N(C)C)cc2)cn1
 : 26.9	105.1	86.0	102.5	116.3	100.3	119.4	90.8
CN(c1ccccc1)S(=O)(=O)c1ccc(NC(=O)CC(=O)c2ccccc2)cc1
 : 103.5	92.8	85.8	96.1	91.8	90.1	87.7	77.9
CC(=O)/C=C/c1ccc(N(CCO)Cc2ccc(C(C)(C)C)cc2)cc1
 : 87.5	96.7	.	73.0	78.9	75.9	63.5	47.2
CCn1c(=O)cc(-n2nncc2COc2ccc(C=O)cc2)c2ccccc21
 : 102.5	112.8	95.7	109.9	104.7	105.3	100.0	95.4
CCC(C)OC(=O)c1cc(-c2ccc(OC)cc2)nc2ccccc12 (stereo not given)
 : 91.8	83.6	92.8	91.1	95.2	102.2	102.2	90.5
Nc1ccc(C(=O)Nc2ccc(Nc3ccccc3)c(S(=O)(=O)O)c2)cc1
 : 97.2	99.8	.	94.1	95.4	87.6	98.0	92.7
CS/C(Nc1ccccc1)=C(/C#N)S(=O)(=O)c1ccc(C)cc1
 : 110.7	110.5	103.5	90.2	107.0	105.8	124.2	91.7
COc1cccc(/C=C2\Oc3cc(OCCN4CCC(Cc5ccccc5)CC4)ccc3C2=O)c1OC
 : 72.8	88.3	63.5	71.8	76.8	66.0	84.4	38.7
Cc1nn(-c2ccc(Cl)cc2)c(=O)n1CCn1cncn1
 : 93.7	117.0	94.4	97.2	107.3	112.7	101.9	63.8
O=C(Nc1ccccc1O)c1ccc(CNc2ccnc(C(F)(F)F)c2)cc1
 : 45.4	96.2	29.6	48.8	54.8	60.3	36.0	29.2
NS(=O)(=O)c1ccc(N=C2NC(=O)/C(=C/c3cc4ccccc4nc3Cl)S2)cc1
 : 99.2	107.2	100.8	98.4	115.9	105.1	104.6	88.7
CCCCN(CCCC)c1cc(C(=O)CCCCCN)c2ccccc2n1
 : 38.8	82.6	-45.4*	89.7	-58.0*	-77.9*	-62.3*	-21.9*
BrCc1ccc(C[P+](c2ccccc2)(c2ccccc2)c2ccccc2)cc1
 : 97.9	118.2	94.8	78.4	106.1	85.6	95.7	95.0
Fc1cc(-c2nnc3sc(COc4ccc(Cl)cc4)nn23)c(Cl)cc1Cl
 : 102.1	105.3	75.9	99.5	104.5	99.1	99.1	67.8
Nn1c(Nc2ccc(S(N)(=O)=O)cc2)nnc(/C=C/c2c(O)ccc3ccccc23)c1=O
 : 113.6	112.5	94.3	92.5	81.3	79.9	98.7	62.6
CSC(=N\N=C(/C)c1ccc(Br)cc1)/N=C/N(C)C
 : 100.1	100.5	123.7	94.3	99.4	.	117.7	93.6
O=C(O)c1ccc(CSc2nc3ccccc3[nH]2)cc1
 : 103.5	96.7	101.3	102.5	98.9	100.1	99.4	87.3
CC1SC(c2ccc(F)cc2)N(NC(=O)CCC(=O)c2nc3ncccc3[nH]2)C1=O (stereo not given)
 : 94.3	98.9	78.7	91.7	93.4	90.1	95.6	81.6
C#Cc1cc(C(=O)Nc2cc(-n3cnc(C)c3)cc(C(F)(F)F)c2)ccc1C
 : 95.7	107.4	93.0	98.3	104.4	96.6	92.5	80.2
O=C(/C=C/c1cn(Cc2ccc(Cl)cc2)c2ccccc12)c1ccc(Cl)cc1
 : 89.6	81.9	57.3	95.4	91.7	96.2	100.8	75.5
COc1ccc(-n2nc(C(=O)NCC(=O)NO)nc2-c2ccccc2)c(OC)c1OC
 : 103.9	108.4	.	104.2	110.1	101.0	97.7	88.8
CCSC(SCC)C(O)C(O)C(O)C(C)O (stereo not given)
 : 99.5	106.1	95.7	101.0	102.7	99.9	93.2	89.6
CCCCCCCCCCCCCCCCCCOc1ccccc1CC(=O)OCC[N+]1(C)CCCCC1
 : 31.2	66.2	65.5	24.2	43.5	36.9	73.6	73.8
CC1(C)c2[nH]c3ccccc3c2C[C@]2(C)[C@H]3CC=C4[C@@H]5C[C@](C)(C(=O)O)CC[C@]5(C)CC[C@@]4(C)[C@]3(C)CC[C@@H]12
 : 74.5	74.2	52.0	92.8	73.2	59.6	41.6	81.8
O=c1c2ccccc2nnn1CCc1ccccc1
 : 103.0&103.1	114.3	95.0&93.0	97.9&99.3	100.6&98.1	101.6&90.3	113.3&91.3	78.5&81.3
COc1ccc(/C(=N\N=C(N)N)c2ccc(Cl)cc2)cc1OC
 : 59.2	77.0	50.1	70.8	59.9	72.4	71.8	83.7
COc1ccc(-c2cc(-c3cccnc3)nc(SCC(=O)Nc3ccc(C)cc3)c2C#N)cc1OC
 : 94.4	110.1	91.5	97.0	90.8	98.1	104.8	76.3
COc1ccc(/C=N\NC(=O)c2ccc3nc(-c4ccc([N+](=O)[O-])cc4)[nH]c3c2)cc1
 : 95.4	99.9	81.0	94.4	94.4	107.6	108.9	76.0
O=S(=O)(c1ccccc1)N1CCCc2ccccc21
 : 101.9	94.5	100.5	98.9	95.5	90.3	98.5	80.4
COc1ccc(C2N(C)c3ccccc3N2C)cc1
 : 100.0	106.7	99.7	96.9	105.4	98.2	97.8	98.9
O=C(NC1CCCCC1)/C(=C\c1ccccc1)NC(=O)c1ccccc1
 : 98.9	99.0	97.8	101.0	95.0	94.2	97.0	94.1
c1ccc(C2c3ccccc3C(c3ccccc3)(c3ccccc3)c3ccccc32)cc1
 : 99.1	99.9	82.0	86.8	101.8	102.7	105.2	95.6
CCCSc1nc(N)nc2c1ncn2CC(C)C
 : 99.6	91.5	.	96.4	106.4	97.4	109.1	93.6
CC1=C2[C@@H](CC1)[C@]1(C)O[C@@](C(C)C)(C[C@H]1O)[C@H]2OC(=O)/C=C/c1ccccc1
 : 100.8	105.8	91.3	105.9	86.2	89.7	100.6	84.9
CN1/C(=C/C=C/c2n(Cc3ccc4ccccc4c3)c(Cl)c(Cl)[n+]2Cc2ccc3ccccc3c2)Oc2ccccc21
 : -82.6*	-90.5*	-94.1*	-92.9*	-69.4*	-97.3*	-68.4*	-93.1*
CN(C)c1ccc(Cc2ccc(N(C)C)cc2Cl)c(Cl)c1
 : 112.3	88.9	99.1	99.2	102.8	110.1	116.5	67.6
C/C(=N/O)c1ccc(NC(=O)CSc2nnc(-c3ccc4nc(-c5ccccc5)[nH]c4c3)o2)cc1
 : 115.0	118.5	93.9	101.3	102.4	105.3	102.0	69.2
CCOC(=O)/C(=C\Nc1cccc(OCc2ccccc2)c1)NC(=O)c1ccccc1
 : 94.5	106.1	93.8	85.9	107.1	97.1	80.8	66.8
O=S(=O)(Nc1cccc(C(F)(F)F)c1)c1cc(Cl)c(Cl)cc1Cl
 : .	108.4	81.6	79.0	98.4	.	81.9	79.7
COc1ccc(-c2nc(SCCC(C)C)nc(Nc3ccc([N+](=O)[O-])cc3)c2C#N)cc1
 : 92.1	100.7	92.7	93.0	90.7	84.5	100.2	81.1
Cc1cccc2cc(-c3cc4ccccc4[nH]3)c(=Nc3ccc(Cl)cc3)oc12
 : 98.8	162.8	71.6	89.3	94.0	98.9	98.7	80.2
NC(=O)NC[C@H](N)C(=O)O
 : 103.9[20 µM]	83.3[20 µM]	94.7[20 µM]	96.2[20 µM]	101.6[20 µM]	100.1[20 µM]	100.9[20 µM]	87.0[20 µM]
CCN(CC)CCOC(COc1ccccc1)COc1ccccc1
 : 101.3	119.9	102.6	91.5	99.8	109.0	104.5	78.5
Cc1c(O)c(=O)ccn1Cc1ccccc1
 : 58.2	54.7	.	78.7	78.9	64.7	63.9	31.3
CCOC(=O)c1sc(NCC(=O)Nc2cccc(Cl)c2)c(C(=O)OCC)c1C
 : 102.7	92.2	96.0	94.8	99.6	96.2	100.5	93.9
CCCN=C(N)c1ccc(NC(=O)c2ccc(C(=O)Nc3ccc(C(N)=NCCC)cc3)cc2)cc1
 : 98.7	99.0	95.0	93.1	95.8	106.7	90.3	79.8
C/C=C/C=C/C(=O)Oc1ccc2c(c1)C(CCNC(=O)CCCCCCCCCCCCCCCCCCC)=CC2
 : 93.9	104.4	106.0	102.1	101.8	105.6	95.9	92.1
NS(=O)(=O)c1ccc(-n2cc(-c3cccc(NC(=O)c4ccc(N5CCOCC5)c(C(F)(F)F)c4)c3)nn2)cc1
 : 33.6	98.6	51.1	43.9	68.9	54.2	32.6	26.7
N[C@H]1CCC[C@@H]1NCCCCN1C(=O)c2cccc3cc([N+](=O)[O-])cc(c23)C1=O
 : 31.0	44.5	94.3	29.7	36.5	42.1	66.6	66.0
c1ccc(CN2CCOC2)cc1
 : 99.2	106.0	102.6	94.9	98.4	105.7	113.0	77.9
O=C(CCOCCOCCNC(=O)COc1ccc2c(c1)OCC(c1ccc(F)cc1)C2=O)NCCCC(O)(P(=O)(O)O)P(=O)(O)O (stereo not given)
 : 102.2	100.5	90.1	102.3	98.2	102.8	103.6	88.1
CCCC(CCC)NCCOC(=O)c1ccc(N)cc1
 : 102.9	120.5	.	84.1	111.2	96.4	.	98.8
Cn1c(N)c(N)c(=O)[nH]c1=O
 : 98.7	101.3	97.2	96.9	104.4	99.1	101.9	86.2
O=C1CSC(c2ccccc2Cl)N1Cc1ccc2c(c1)OCO2 (stereo not given)
 : 93.5	111.5	80.0	94.3	109.4	98.7	90.9	82.1
COc1cc(-c2csc(NC(=O)Nc3ccc(F)cc3)n2)cc(OC)c1OC
 : 78.2	84.3	73.1	77.5	94.4	81.3	72.8	63.2

# Going on with the list:
# Every second line gives: 786-0	TK-10	CAKI-1	SN12C	SF-268	U251	SF-295	UO-31
Cc1cc(C#Cc2ccc(C(C)(C)C)cc2)ccc1-n1c(/C=C/c2cccc(O)c2)nc2ccccc2c1=O
 : 79.9	69.8	52.9	68.4	73.2	74.5	48.4	43.2
O=C1/C(=C/c2cc(C(F)(F)F)ccc2Cl)Cc2cc3c(cc21)OCO3
 : 86.7	133.1	34.4	90.1	80.3	83.9	75.3	70.0
COc1cc(/C=C/C(=O)c2ccc(NC(=O)CSc3nc4[nH]c(=O)n(C)c(=O)c4[nH]3)cc2)cc(OC)c1OC
 : 100.4	99.7	91.9	101.0	89.1	66.7	96.3	80.1
O=C1CC(c2ccc3c(c2)OCO3)c2snc(C(=O)O)c2N1 (stereo not given)
 : 98.2	103.2	91.8	99.2	98.0	96.1	108.9	89.4
CC(C)Oc1cccc(O)c1
 : 94.7	100.0	.	93.9	104.2	100.2	108.6	91.6
O=c1c(-c2nc3ccccc3[nH]2)cc2ccccc2n1Cc1cn(Cc2ccc(N3CCOCC3)cc2)nn1
 : 57.1	92.7	77.3	49.7	22.6	64.3	95.4	74.8
O=C(Nc1ccc(S(=O)(=O)N2CCOCC2)cc1)c1ccc(CN2CCc3ccccc3C2)cc1
 : 76.4	83.7	52.4	72.1	83.6	63.6	54.0	68.8
NC(=S)N/N=C/c1ccc2c(n1)C(=O)C(Br)=C(c1ccccc1)C2=O
 : 106.8	124.9	94.7	96.8	98.6	107.1	101.6	88.2
CCCc1nc(C)c2c(=O)[nH]c(-c3cc(S(=O)(=O)N4CCN(CC)CC4)ccc3OCC)nn12
 : 95.7	104.1	82.6	99.2	108.5	105.2	93.8	81.3
Cc1nc(N)[nH]c(=O)c1CCCCc1ccccc1
 : 104.2	106.7	50.2	94.0	95.8	100.2	100.8	39.1
COc1cc(-n2nc(C(=O)NCc3ccc(C(=O)NO)cc3)nc2-c2ccccc2)cc(OC)c1OC
 : 109.1	90.9	97.4	96.7	94.8	97.0	99.3	73.6
CCC[S@](=O)c1ccc2nc(NC(=O)OC)[nH]c2c1
 : 94.2	91.7	.	100.0	102.1	89.1	99.9	96.8
COc1ccc(OC)c([N+](=O)[O-])c1[N+](=O)[O-]
 : 104.2	120.7	96.8	94.2	107.6	103.4	114.3	93.3
CCN(CC)CCOc1ccc(O)cc1
 : 100.4	92.3	99.0	100.1	100.1	100.6	93.0	111.3

# In the list so far, these have bromine:
# Every second line gives: 786-0	TK-10	CAKI-1	SN12C	SF-268	U251	SF-295	UO-31
BrCc1ccc(C[P+](c2ccccc2)(c2ccccc2)c2ccccc2)cc1
 : 97.9	118.2	94.8	78.4	106.1	85.6	95.7	95.0
CSC(=N\N=C(/C)c1ccc(Br)cc1)/N=C/N(C)C
 : 100.1	100.5	123.7	94.3	99.4	.	117.7	93.6
NC(=S)N/N=C/c1ccc2c(n1)C(=O)C(Br)=C(c1ccccc1)C2=O
 : 106.8	124.9	94.7	96.8	98.6	107.1	101.6	88.2
